Source: PubChem (several laboratories)
GSK3A inh: blockers of GSK3A enzyme activity – biochemical, luminescence, cell-free homogeneous, HTS, primary screen; Glycogen synthase kinase-3 alpha (Homo sapiens), P49840; GSK-3 alpha kinase, ADP-Glo luminescence, 60 min; inhibition, % at 10 µM; hit rate 0.1% among 320,000; AID 2650, 2010;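 in the data active = inhibition above about 50%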;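 note: GST-tagged GSK-3 alpha with peptide substrate and 25 µM ATP; 0% = DMSO neutral wells and 100% = GW8510 positive control wells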
Target sequence (P49840 whole entry, looked up): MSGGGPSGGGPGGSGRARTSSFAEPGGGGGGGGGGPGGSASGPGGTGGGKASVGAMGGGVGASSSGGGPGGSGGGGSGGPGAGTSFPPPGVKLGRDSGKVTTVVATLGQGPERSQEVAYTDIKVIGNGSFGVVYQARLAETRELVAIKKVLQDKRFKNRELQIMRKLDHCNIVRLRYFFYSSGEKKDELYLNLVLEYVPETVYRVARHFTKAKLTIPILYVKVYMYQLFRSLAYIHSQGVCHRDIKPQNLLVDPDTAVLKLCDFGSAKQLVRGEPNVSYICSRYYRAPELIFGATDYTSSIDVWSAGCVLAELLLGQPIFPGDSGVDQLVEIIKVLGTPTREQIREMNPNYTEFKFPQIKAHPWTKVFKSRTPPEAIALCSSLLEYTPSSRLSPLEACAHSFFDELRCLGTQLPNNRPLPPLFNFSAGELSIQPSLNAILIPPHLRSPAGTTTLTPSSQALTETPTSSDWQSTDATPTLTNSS
KLF5 inh: KLF5 expression inhibitors, primary screen, DLD-1 cells, luminescence; AID 1700, 2009; inhibition, % at 5 µM; DLD-1 KLF5 promoter-luciferase reporter; hit rate 0.23% among 290,000;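 active = inhibition above a per-plate limit of that plate's mean compound inhibition plus 3 SD, cut at about 60% in these data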;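 note: 0% = DMSO wells and 100% = LY294002 at 200 µM; higher means less KLF5 promoter-driven luciferase light; inactives centre near -14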
IEC-6 tox: cytotoxicity in IEC-6 intestinal epithelial cells, primary screen, cytotoxicity control for KLF5 inhibitor project, cell-based, luminescence; IEC-6 cytotoxicity, luminescence viability; inhibition, % at 5 µM; hit rate 0.78% among 290,000; AID 1825, 2009; in the data active = inhibition above about 22%;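 note: 0% = plate median of test compound wells and 100% = cytotoxic reference compound wells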
Platelet DG rel: inhibitors of platelet dense granule secretion, primary screen, cell-based, MLPCN, human platelets; inhibition, %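 (compounds screened at 7.5 µM in platelet-rich plasma)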; hit rate 0.22% among 300,000; human platelet-rich plasma, SFLLRN dense granule ATP release, luminescence;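 active = mean replicate score, as percent of positive control, at or above 50; inconclusive = mean below 50 but at least one replicate at or above 50; inactive = mean and every replicate below 50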
aSyn 5UTR inh: MLPCN primary screen, SNCA 5' untranslated region. alpha-synuclein 5'UTR reporter, inhibitor activity. inhibition, % (tested at 7.5 µM). hit rate 0.82% among 300,000; in the data active = inhibition above about 60%; inconclusive = no clear call, values can overlap the other calls;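 note: H4 neuroglioblastoma cells stably carrying SNCA 5'UTR luciferase fusion; 0% = DMSO wells and 100% = positive control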
GSK3B inh: human GSK3beta kinase inhibitors, primary screen, biochemical, cell-free homogeneous, HTS; Glycogen synthase kinase-3 beta (Homo sapiens), P49841; GST-GSK3beta kinase, ADP-Glo luminescence, 60 min; hits give low values; activity score (negative = inhibition), % at 10 µM; hit rate 0.038% among 300,000;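 active = more than half of replicate wells score below -50%, meaning over 50% inhibition versus plate controls; inconclusive = some replicates but at most half score below -50%; inactive = no replicate scores below -50%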;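 note: 0% = median DMSO wells and -100% = median GW8510 positive control wells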
Target sequence (P49841 whole entry, looked up): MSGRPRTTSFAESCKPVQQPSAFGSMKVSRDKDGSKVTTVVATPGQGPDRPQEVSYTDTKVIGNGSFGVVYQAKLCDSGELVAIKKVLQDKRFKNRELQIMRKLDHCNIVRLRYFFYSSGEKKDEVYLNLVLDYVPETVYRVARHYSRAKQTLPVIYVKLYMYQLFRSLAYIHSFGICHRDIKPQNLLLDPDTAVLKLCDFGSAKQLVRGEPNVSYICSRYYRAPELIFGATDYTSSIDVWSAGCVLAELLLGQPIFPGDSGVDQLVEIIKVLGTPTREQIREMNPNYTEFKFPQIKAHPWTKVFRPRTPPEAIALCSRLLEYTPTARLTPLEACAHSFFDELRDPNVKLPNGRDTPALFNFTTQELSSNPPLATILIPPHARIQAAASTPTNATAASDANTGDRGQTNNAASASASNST
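Assay system: GST-tagged human GSK3beta kinase, cell-free; Input: 1.6 ng GSK3beta; Medium: Tris/MgCl2 kinase buffer; Timing: 60 min enzyme reaction, room temperature; Signal: ADP-Glo luminescence quantifying ADP generated by kinase; Evaluation: score relative to plate controls; Benchmarks: DMSO neutral wells and GW8510 at 20 µM as positive.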
HSP90 refold inh: HSP90 inhibitors, primary screen, cell lysate, luminescence; Heat shock protein HSP 90 (rabbit reticulocyte lysate; luciferase refolding); Rabbit reticulocyte lysate, luciferase refolding luminescence, 3 h; inhibition, % at 5.6 µM; hit rate 0.91% among 290,000; AID 1789, 2009;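 active = inhibition above the screen-wide mean plus 3 SD, computed separately per campaign, cut at about 16% in these data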;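 note: 0% = DMSO wells and 100% = 60 µM geldanamycin wells; inhibitors lower the luminescence because luciferase stays unfolded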
HSF1 activator: HSF-1 activators, primary screen, NIH3T3-HGL cells, MG132 stress, luminescence, single point; hit rate 1.7% among 300,000; activation, % at 9 µM; NIH3T3-HGL HSF-1 luciferase reporter, 8 h; 100% = twice DMSO control signal;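 active = mean replicate activation of at least 50% with a set share of replicates each reaching 50%; inconclusive = only one of those two conditions met; inactive = mean below 50% and too few replicates reaching it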;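 note: 0% = median of the neutral control wells and 100% = twice that signal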
DYRK1A inh: rat Dyrk1A kinase inhibitors, primary screen, biochemical, single point, plate reader. ADP-Glo luminescence, NFATc1 peptide. hit rate 0.43% among 310,000. Dual specificity tyrosine-phosphorylation-regulated kinase 1A (Rattus norvegicus), Q63470. inhibition, % at 12.5 µM; in the data active = inhibition above about 50%;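 note: plate controls were vehicle with enzyme for no effect and no enzyme for full effect; many of its hits are not listed in these tables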
HSF1 inh: HSF1 inhibitors in luciferase reporter cells, primary screen, cell-based, NIH3T3, luminescence; NIH3T3-HGL HSE-luciferase, MG132-induced, luminescence 8 h; hits give low values; activity change, negative = inhibition, % at 7.5 µM (by protocol); hit rate 0.77% among 300,000; AID 2098, 2009;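 active = more than half of replicate wells show activity change below -50%, luminescence cut by over half; inconclusive = some wells, but at most half, below -50%; inactive = no replicate well below -50%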;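 note: luciferase reports HSF-1 transcriptional activity via heat shock element; 0% = median of DMSO wells and -100% = zero luminescence signal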
* marks the source's active call; other numbers are inactive results; ? = inconclusive; . = not tested or not shown. Only part of the results is shown. The share of hits here may be higher or lower than overall.

SMILES	GSK3A inh	KLF5 inh	IEC-6 tox	Platelet DG rel	aSyn 5UTR inh	GSK3B inh	HSP90 refold inh	HSF1 activator	DYRK1A inh	HSF1 inh
Cn1c(SCc2ccc([N+](=O)[O-])cc2)nnc1-c1ccncc1	0	10	-4	-2	6	-1	3	21	-5	10
COc1cccc(-c2nnc(SCC(=O)Nc3ccc(S(N)(=O)=O)cc3)n2C)c1	-2	-23	-2	5	-14	0	1	4	0	-12
O=C(Nc1ccccc1F)c1ccc2ncsc2c1	-1	-110	3	.	-175	2	2	4	5	-8
COc1cc(CN2CCN(C3CCC3)CC2CCO)cc(OC)c1 (stereo not drawn)	5	-23	-7	-9	8	-1	-2	5	5	-12
CC(=O)c1cccc(NC(=O)c2ccccc2N(Cc2ccccc2)S(C)(=O)=O)c1	-1	-35	6	4	7	0	1	2	10	4
Cc1cc(N2C(=O)CCC2=O)n(-c2ccccc2)n1	0	-48	0	-1	11	-3	1	2	5	-5
CC(=O)OCCN(C)c1cc(SC(C)C)c2nonc2c1[N+](=O)[O-]	1	-8	3	-8	-1	0	2	28	.	11
CC(NC(=O)C1CCCN1S(=O)(=O)c1cccc2nsnc12)c1ccccc1 (stereo not drawn)	2	-30	0	-3	-11	.	2	2	0	-4
O=C(CCc1ccccc1)Oc1ccccc1[N+](=O)[O-]	1	.	.	-18	10	0	.	?	.	12
CCOc1cc(N2CCOCC2)c(OCC)cc1NC(=O)CN1CCN(Cc2ccc3c(c2)OCO3)CC1	-2	-18	1	5	29	2	-1	-2	-6	-5
Cc1ccc(N2C(=O)C3C=NNC3C2=O)cc1 (stereo not drawn)	2	-24	-6	17	18	0	-4	15	1	7
O=S(=O)(NCCc1csc(-c2ccccc2)n1)c1cccnc1	0	-5	0	-4	-17	-3	-2	-4	-2	1
CCOC(=O)c1nnn(-c2nn3nnnc3c3ccccc23)c1C	-2	-2	5	-8	-34	1	5	38	20	9
CC(=O)Nc1ccc(NC(=O)c2ccc(Cn3cc(Cl)cn3)cc2)cc1	0	-3	-1	10	-7	-5	3	.	-3	.
Cc1ccc(-c2cc(C(=O)NCCCn3ccnc3)c3ccccc3n2)s1	0	6	6	9	-40	-1	1	-21	2	3
COc1ccc(-c2ccc(SCC(=O)NCc3ccco3)nn2)cc1OC	-1	-23	5	-4	-18	2	-1	14	1	13
Cc1ccc(N2CCCCn3c2nc2c3c(=O)n(CC(=O)O)c(=O)n2C)cc1	-1	-31	-2	9	6	1	3	-7	3	-9
COc1ccc(CC(=O)NNS(=O)(=O)c2ccc(F)cc2)cc1OC	-2	-15	-2	0	-3	0	5	-4	1	-6
CC(C)NC(=O)c1ccc2c(=O)n(Cc3ccco3)c(=S)[nH]c2c1	-1	12	3	-1	3	4	1	23	-3	-5
O=C(O)c1ccc(NC(=O)c2cn(-c3ccccc3)nc2-c2cccc(Cl)c2)cc1	-1	-35	-8	-1	-1	2	-2	27	4	16
CCc1nc2sccc2c(=O)n1N	-1	-3	-6	-1	-10	3	-1	9	-3	-9
O=C(O)CCC(=O)NCc1cn(-c2ccccc2)nc1-c1cccc(Br)c1	-4	-10	10	-1	-28	0	0	7	15	-3
CS(=O)(=O)c1ccc2nc(NC(=O)c3ccc(NS(=O)(=O)c4ccc(F)c(F)c4)cc3)sc2c1	0	-31	2	8	11	0	5	16	11	1
CCOc1cc(S(=O)(=O)NC2CCCCC2)ccc1F	-1	-11	0	-4	20	-1	2	3	3	-3
CCSc1nnc2c(n1)OC(C)(C)Nc1ccccc1-2	1	-7	3	7	-11	-4	3	3	-2	-2
Fc1ccc(N2CCN(Cc3c[nH]c4ccccc34)CC2)cc1	1	-12	8	-2	33	2	0	9	.	0
COc1cccc(-c2nnc(Nc3nc4c(F)cccc4s3)o2)c1	-4	-74	-3	3	-145	-1	-1	23	1	0
Cc1cccc(N2CCN(C(=O)c3cccc(N4C(=O)C5C6C=CC(C6)C5C4=O)c3)CC2C)c1 (stereo not drawn)	-1	-14	3	-11	7	-1	-3	17	1	-5
CC(C)(C)N/N=C/c1cc(Cl)cc([N+](=O)[O-])c1O	0	1	-1	-9	-14	-2	-2	-13	.	1
COc1ccccc1N1CCN(C2CCCN(C(=O)c3cccc(-c4ccco4)c3)C2)CC1 (stereo not drawn)	-2	-24	2	14	0	1	0	19	-4	4
Cc1csc(N/N=C/c2ccc(O)c([N+](=O)[O-])c2)n1	2	-12	-1	11	-58	1	5	8	11	-3
O=S(=O)(Nc1ccc(Cl)cn1)c1cnc(Cl)c(Br)c1	-2	-6	-5	11	12	6	-1	-10	-2	-2
Fc1cccc(CCN2C(=S)NC[C@@H]2Cc2ccccc2)c1	2	-13	-4	3	15	1	7	-14	0	-2
O=C(Nc1cccc(C(=O)Nc2ccc(Br)cc2)c1)c1ccccc1	-1	-82	3	-1	-111	-1	4	9	-6	4
Cc1ccc(S(=O)(=O)N2CCC(C(=O)NCCc3ccccn3)CC2)cc1	-1	-3	4	7	34	-5	-2	-1	-1	-2
CN(c1ccc(C(=O)Nc2ccc3c(c2)OCO3)cc1)S(C)(=O)=O	1	-105	-3	83*	-103	-4	0	13	1	12
Cc1ccc2oc(C(=O)NCCC3CCCCO3)c(C)c2c1 (stereo not drawn)	-1	-95	3	-12	-22	-2	9	33	1	21
N#CC1=C(SCc2ccc(C#N)cc2)N=C(N)C(c2nc(-c3ccccc3)cs2)C12CCCCC2 (stereo not drawn)	1	-21	2	6	-8	0	3	8	1	11
CN1CC(c2ccccc2Cl)C2(COc3ccccc3C2=O)C12C(=O)Nc1ccccc12 (stereo not drawn)	-5	31	6	-1	-7	0	4	-1	-1	-10
COc1ccc(C(=O)NC(=S)N2CCCCC2)cc1[N+](=O)[O-]	1	-11	7	-1	-7	6	-2	-3	-4	3
O=S(=O)(CCN1CCOCC1)c1ccc(Oc2ccc(S(=O)(=O)CCN3CCOCC3)cc2)cc1	0	-39	3	-6	-15	0	-5	0	2	-1
CCc1ccc2nc(SCC(=O)Nc3ccccc3N3CCOCC3)c(C#N)cc2c1	-1	-11	-2	6	38	1	2	20	1	3
Cc1ccc(OCC(=O)NNC(=O)C2CC(=O)N(c3ccc4c(c3)OCCO4)C2)cc1 (stereo not drawn)	0	.	.	-3	-16	0	.	-3	-1	-2
CC(=O)c1ccc(NC(=O)C2CCN(S(=O)(=O)c3cccnc3)CC2)cc1	.	-9	-2	7	1	0	4	-2	1	-3
COc1ccc(C)cc1NC(=S)N1CCOCC1	0	-26	-3	0	-2	3	-5	-1	4	-2
Cc1nc(CS(=O)(=O)c2ccccc2)cc(Sc2ccc(Cl)cc2)n1	-2	-30	1	-6	-19	-1	-1	-9	-9	7
COc1ccc(C2CC(C)=C(C#N)S(=O)(=O)C2C#N)cc1 (stereo not drawn)	-5	-13	-5	-5	2	2	6	8	7	2
Cc1noc(C)c1COc1ccc(CC(=O)NC2CCCCCC2)cc1	-1	12	-3	2	17	-2	1	11	0	14
COc1ccc(S(=O)(=O)N(CC(=O)NCc2ccncc2)Cc2ccccc2)cc1	-1	-10	-8	5	10	0	-3	-2	-1	2
Nc1ccc(C(=O)OCC(=O)NC2CCS(=O)(=O)C2)cc1[N+](=O)[O-] (stereo not drawn)	0	1	-7	-2	8	0	-3	5	-1	4
CCOC(=O)C1Cn2c(nc3c(c2=O)C(C)(CC)Cc2ccccc2-3)S1 (stereo not drawn)	2	4	6	4	15	-1	3	44	-2	13
Cc1cc(=O)oc2cc3c(cc12)OCO3	2	-23	-7	-3	9	6	2	1	9	-4
CC1S/C(=N/N=C/c2cccc([N+](=O)[O-])c2)NC1=O (stereo not drawn)	8	-26	-4	-9	-15	-1	-1	9	1	6
COc1ccc(CCNC(=O)C2CCN(S(=O)(=O)c3cccc4cccnc34)CC2)cc1OC	-4	-8	4	-1	-10	-7	6	1	.	7
O=C(Nc1ccc(CN2CCOCC2)cc1)c1ccc(Cl)cc1Cl	3	-54	0	16	-96	0	-2	20	1	2
O=C(N/N=C/c1ccncc1)c1nc2ccccc2c(=O)[nH]1	-1	0	5	-1	-66	1	-3	10	-3	5
C=CCOc1ccc(CNC(C)(C)CO)cc1OC	.	-31	-3	-9	3	2	-8	-16	-1	-4
COc1cc(NC(=O)c2ccc([N+](=O)[O-])cc2)c(OC)cc1NC(=O)CC(C)C	-2	4	3	1	-1	0	1	-2	-7	-2
Clc1ccc(-c2nnc(COc3ncnc4ccccc34)o2)cc1	1	-8	-1	9	-37	5	2	18	-3	21
CC12CCC(C(=O)NCc3ccco3)(OC1=O)C2(C)C (stereo not drawn)	-1	-5	-2	26	9	-2	2	4	2	3

Further entries.
SMILES	GSK3A inh	KLF5 inh	IEC-6 tox	Platelet DG rel	aSyn 5UTR inh	GSK3B inh	HSP90 refold inh	HSF1 activator	DYRK1A inh	HSF1 inh
Fc1ccc(CNC(=S)NCc2cccc(Cl)c2)cc1	5	-34	-1	9	5	-2	3	10	6	-3
Cc1ccc(NC(=O)c2cc(S(=O)(=O)N3CCOCC3)cn2C)cc1Cl	-1	-6	14	39	15	-2	-2	-4	1	2
CCSc1nc(O)cc(=O)n1CC	-4	-3	3	1	-34	0	9	-21	.	-10
Cc1cccc(N2CCN(C(=O)C3CCCN(S(=O)(=O)c4cnc[nH]4)C3)CC2C)c1 (stereo not drawn)	-1	-36	-4	5	-7	3	3	9	9	1
COc1ccc(CNS(=O)(=O)c2ccc(-c3ccc(=O)[nH]n3)s2)cc1OC	-1	-25	-2	-4	-2	2	1	17	6	3
CC(=O)NCN1CCN(CNC(C)=O)CC1	-1	-4	-4	-1	5	1	0	-11	-7	-6
CCN(Cc1ccccc1)C(=O)COC(=O)c1cc(=O)[nH]c2ccccc12	1	-25	-13	-3	22	1	0	-3	12	2
CC(OC(=O)Cc1c[nH]c2ccccc12)C(=O)Nc1ccccc1[N+](=O)[O-] (stereo not drawn)	-1	.	.	2	12	3	.	13	10	-1
N#Cc1cc(-c2ccc(Cl)cc2)cnc1Sc1ccc(F)cc1	-1	13	-2	2	-26	-3	1	-8	1	-1
Cc1ccc(C)c(S(=O)(=O)N2CCN(c3ncccn3)CC2)c1	-2	-5	5	0	-25	0	4	49	-1	18
